RAM inhibit = inhibitors of the yeast RAM network, primary screen, dse1pr::URA3 reporter, 5-FOA selection. S. cerevisiae dse1pr::URA3 reporter, 5-FOA growth OD615, 2 d; analog-sensitive cbk1-as2 kinase mutant strain. inhibition, % at 50 µM. 190,000 compounds, 1.8% hits. AID 868, 2007;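 active means inhibition above a set limit, 3 SD over mean compound inhibition, cut at about 8.4% in these data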;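 further: 0% = DMSO-only wells with no growth and 100% = 10 µM 1-NA-PP1 full growth; inhibition rescues growth on 5-FOA so higher OD means more RAM inhibition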
STAT3 activator = IL-6 driven STAT3 reporter potentiators, primary screen, U3A cells, luciferase, luminescence, MLSCN library; 190,000 compounds, 0.91% hits; activation (% of control), % at 5.6 µM; IL-6 STAT3-luciferase reporter; 100% = signal with IL-6 EC80 alone; AID 871, 2007;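 active means activation above the screen-wide mean of compound activation plus 3 SD, cut at about 130% in these data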;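 further: 0% = background luminescence of wells with medium and substrate only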
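Test system: human U3A cells carrying STAT3-luciferase construct; control set: IL-6-only wells as 100% reference; timing: compound pre-incubation 1 h before IL-6, then 6 h stimulation at 37 °C; also added: IL-6 stimulus at 33 ng/mL final; evaluation: % activation versus median of IL-6-stimulated wells; detection: reporter luminescence signal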
ROMK primary = ROMK potassium channel modulators, primary screen, cell-based, thallium flux, MLSMR library | ATP-sensitive inward rectifier potassium channel 1 (Homo sapiens), P48048 | Tet-inducible ROMK, thallium flux fluorescence; actives lie on both sides | B-score at 10 µM | 130,000 compounds, 2% hits;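 active means signal ratio slope over the read window, or its plate-corrected B-score, at least 3 SD from the plate mean, either direction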;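 further: B-score of the F/F0 ratio slope over 7 to 12 s after thallium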
STAT3 blocker = IL-6 driven STAT3 reporter inhibitors, primary screen, U3A cells, luciferase, luminescence, MLSCN library; IL-6 STAT3-luciferase reporter; host cell line lacks STAT1; inhibition, % at 5.5 µM; 190,000 compounds, 0.89% hits;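 active means inhibition above the mean inhibition across all screened compounds plus 3 SD, cut at about 44% in these data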;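 further: 0% = DMSO only wells and 100% = 100 µM nifuroxazide control wells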
TLR4 MyD88 comp = inhibitors of TLR4-MyD88 association in cells, primary screen, cell-based, HeLa CL3-4, BLA complementation, FRET ratio | Toll-like receptor 4 (Homo sapiens) + Myeloid differentiation primary response protein … | HeLa CL3-4 TLR4/MyD88 BLA complementation | inhibition, % at 8.4 µM | 200,000 compounds, 0.18% hits; in the data active means inhibition above about 25%;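 further: 0% = vehicle and 100% = reference inhibitor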
PPARg SRC3 recr = PPARgamma agonists recruiting SRC-3 coactivator, primary screen, biochemical | biochemical PPARgamma/SRC-3 coactivator recruitment assay | activation, % at 8 µM | 200,000 compounds, 0.26% hits; in the data active means activation above about 23%;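 further: 0% = DMSO and 100% = reference agonist; some compounds past the cut are filed as inactive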
Target sequence (P37231 whole entry, looked up): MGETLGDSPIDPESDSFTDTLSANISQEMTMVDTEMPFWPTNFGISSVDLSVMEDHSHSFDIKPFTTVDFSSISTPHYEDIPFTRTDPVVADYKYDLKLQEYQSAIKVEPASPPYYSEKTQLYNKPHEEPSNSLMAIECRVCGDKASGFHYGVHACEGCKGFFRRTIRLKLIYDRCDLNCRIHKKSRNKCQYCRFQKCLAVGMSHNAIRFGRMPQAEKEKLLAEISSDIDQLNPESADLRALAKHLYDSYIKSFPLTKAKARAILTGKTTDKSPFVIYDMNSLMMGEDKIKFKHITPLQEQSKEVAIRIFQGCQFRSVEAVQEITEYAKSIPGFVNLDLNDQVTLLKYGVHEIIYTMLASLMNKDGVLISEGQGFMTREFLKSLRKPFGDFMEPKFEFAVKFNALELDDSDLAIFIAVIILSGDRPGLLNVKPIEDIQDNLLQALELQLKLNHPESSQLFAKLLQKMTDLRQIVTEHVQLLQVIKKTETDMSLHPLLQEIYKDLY
SRC2 TRFRET art = TR-FRET signal artefacts, primary screen, artefact control for PPARgamma SRC-2 agonist project, biochemical; TR-FRET artefact counter-screen; hits give high values; 200,000 compounds, 0.4% hits; TR-FRET ratio at 8 µM; AID 1049, 2008; in the data active means TR-FRET ratio above about 2000; further: inactives centre near 1500
STAT1 inh = STAT1 signaling inhibitors, primary screen, cell-based, HTS, luciferase reporter; 200,000 compounds, 0.35% hits; inhibition, % at 5.5 µM; NIH 3T3 STAT1-luciferase reporter, IFN-gamma, luminescence;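 active means inhibition above a set limit, the mean inhibition across all tested compounds plus 3 SD, cut at about 34% in these data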;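 further: 0% = IFN-gamma with DMSO and 100% = IFN-gamma with 300 µM nifuroxazide; values of inactives mirror those of a sister screen read the other way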
PPARg SRC2 recr = agonists of PPARg-SRC-2 recruitment, primary screen, biochemical, HTS; 200,000 compounds, 0.34% hits; PPARgamma LBD-SRC-2 recruitment; AID 1032, 2008; activation, % at 8 µM; Peroxisome proliferator-activated receptor gamma (Homo sapiens), P37231; in the data active means activation above about 22%;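 further: 0% = vehicle and 100% = reference agonist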
S1P3 antagonist = S1P3 receptor antagonists, primary screen, cell-based | 170,000 compounds, 0.27% hits | Sphingosine 1-phosphate receptor 3 (Homo sapiens), Q99500 | inhibition, % at 4.98 µM | CHO S1P3 NFAT-BLA reporter, FRET fluorescence, antagonist mode;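 active means inhibition above the plate cutoff, the mean inhibition of test wells on that plate plus 3 SD, cut at about 28% in these data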;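 further: cells challenged with S1P at its EC80 of 0.8 µM; blue over green emission ratio from cleaved BLA substrate after 4 h stimulation; 0% = S1P-stimulated wells and 100% = unstimulated DMSO-only wells; some compounds past the cut are filed as inactive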
Target sequence (Q99500 whole entry, looked up): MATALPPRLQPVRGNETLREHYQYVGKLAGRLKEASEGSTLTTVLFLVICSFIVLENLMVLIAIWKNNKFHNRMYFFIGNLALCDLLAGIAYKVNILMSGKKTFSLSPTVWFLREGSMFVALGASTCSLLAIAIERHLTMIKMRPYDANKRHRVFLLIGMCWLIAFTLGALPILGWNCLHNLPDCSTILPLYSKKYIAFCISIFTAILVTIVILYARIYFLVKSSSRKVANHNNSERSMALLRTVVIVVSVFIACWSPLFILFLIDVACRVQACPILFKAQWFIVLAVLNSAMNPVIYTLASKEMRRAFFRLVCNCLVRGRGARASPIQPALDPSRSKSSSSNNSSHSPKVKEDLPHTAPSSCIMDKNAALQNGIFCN
PPARg SRC1 recr = PPARgamma agonists recruiting SRC-1 coactivator, primary screen, biochemical | Peroxisome proliferator-activated receptor gamma (Homo sapiens), P37231 | PPARgamma-SRC-1 coactivator recruitment biochemical assay | activation, % at 8 µM | 200,000 compounds, 0.41% hits | AID 631, 2007; in the data active means activation above about 19%;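 further: 0% = DMSO and 100% = reference agonist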
* marks the source's active call; other numbers are inactive results; x = not tested or not shown.

SMILES	RAM inhibit	STAT3 activator	ROMK primary	STAT3 blocker	TLR4 MyD88 comp	PPARg SRC3 recr	SRC2 TRFRET art	STAT1 inh	PPARg SRC2 recr	S1P3 antagonist	PPARg SRC1 recr
CC(NC(=O)CN1C(=O)NC(Cc2ccccc2)(Cc2ccccc2)C1=O)C12CC3CC(CC(C3)C1)C2 (stereo unspecified)	5.0	103	x	0	12	-5	1515	6	-3	x	6
Cc1cc(C(=O)CSc2nnc(N)s2)c(C)n1Cc1ccco1	0.1	63	0.21	46*	-2	1	1549	16	9	-8	0
O=C(/C=C/c1ccccc1)NC1CC2CCC1C2 (stereo unspecified)	3.4	100	1.4	-2	8	1	1711	-25	3	-1	8
FC(F)(F)c1cccc(Sc2nc(-c3ccccc3)nnc2C(F)(F)F)c1	8.6*	97	x	9	4	11	1709	0	8	x	8
O=C(NCCCN1CCN(c2ccc(F)cc2)CC1)c1cccc(N2CCCC2=O)c1	-0.9	95	0.089	8	-1	-12	1501	9	1	-14	2
O=C(Nc1nnc(SCc2ccc(F)cc2)s1)c1cnccn1	2.7	103	x	-4	-14	2	1543	-5	9	-4	-1
COc1cccc(C=Nc2cc(C)on2)c1O	1.7	97	1.3	8	2	3	1737	-5	9	18	3
Cc1nc(NC(=O)C2CC2)sc1C(=O)N(C)C	1.0	102	x	1	-7	-2	1441	-2	-3	x	4
Cc1cc(C)c(C)c(S(=O)(=O)NCC(=O)O)c1C	-0.3	98	2.1	6	-1	5	1507	1	-4	x	3
O=C1OC(c2ccccc2)=C/C1=C/c1cccs1	8.3	97	1.1	1	-5	2	1538	1	-12	0	-2
O=C1CCCC2=C1C(c1ccncc1)c1c(nc(SCc3ccccc3)[nH]c1=O)N2 (stereo unspecified)	0.3	97	-1.6	7	5	-8	1431	2	-6	x	-12
CCNC(=O)CC1C(=O)N(c2ccccc2)C(=O)N1CCc1ccc(OC)cc1 (stereo unspecified)	1.8	101	x	4	6	9	1863	1	7	x	13
Cc1cc(C)n(CC(=O)N/N=C/c2cc([N+](=O)[O-])ccc2O)n1	-1.5	104	x	-5	-4	-3	1654	-10	-11	0	-2
CCNC(=S)NNC(=O)C1CCCCC1	1.6	104	0.034	-6	-1	-4	1561	0	1	x	-3
Cc1csc(N/N=C/c2ccccn2)n1	1.0	59	-0.52	53*	2	4	1413	28	0	-10	-6
CCCSc1nc(NCc2ccco2)c2c3c(sc2n1)COC(C)(C)C3	13*	109	x	-6	-3	5	1634	-3	-3	x	3
CC1CCC(NC(=O)CC2Oc3ccccc3NC2=O)CC1 (stereo unspecified)	1.7	103	x	1	2	5	1638	-4	12	-20	8
CSc1nc(C)c(CCO)c(=O)[nH]1	0.6	97	0.4	10	-6	5	1702	0	10	-5	0
Cc1cc(C)cc(OCC(=O)NN2Cc3ccccc3C2=N)c1	1.4	105	0.14	-2	12	1	1449	-7	-5	x	0
Cc1cc(C2=NNC(=Nc3ccc(S(=O)(=O)N4CCOCC4)cc3)SC2)c(C)n1CC1CCCO1 (stereo unspecified)	5.9	102	1.9	0	-6	1	1706	-1	3	6	4
CCOc1ccc(NC(=O)C2CC(C)=C(C)CC2C(=O)O)cc1 (stereo unspecified)	0.7	78	0.28	27	-6	-1	1574	7	5	x	5
S=C(Nc1cccc(Cl)c1)NC1CCCCC1	-0.1	89	x	23	-9	12	1749	3	14	x	6
N#CCCN(C(=O)Nc1ccccc1)c1ccccc1	-0.2	104	x	0	16	-4	1540	-2	2	-6	-1
O=C(CCc1ccc(S(=O)(=O)N2CCOCC2)cc1)Nc1nc(COc2ccccc2)cs1	3.9	64	-1.1	46*	1	3	1674	9	5	x	-2
COC(=O)n1c(=S)oc2cc(Cl)ccc21	-0.8	97	x	6	-16	-2	1418	4	13	-30	2
Cc1cc(CSc2nc(C)cc(=O)[nH]2)c2ncccc2c1	0.3	101	-11*	0	3	1	1509	-9	-3	2	-2
CCOC(=O)c1cnc2c(c(C)nn2CC)c1Cl	0.0	107	1	-2	-7	2	1482	3	3	-6	-2
COC(=O)c1c(C(=O)OC)c(-c2cccc(C)c2)n2c1CS(=O)(=O)C2	0.5	108	0.2	-4	4	11	1390	-5	12	x	0
Cc1c(C(C)C)c(=O)n(-c2ccc(S(=O)(=O)NC3CC3)cc2)n1C	4.3	101	0.2	4	-5	2	1495	9	7	14	5
COc1ccc(CCNC2=NCC(C)S2)cc1 (stereo unspecified)	0.7	100	x	11	-23	1	1597	4	0	-19	2
O=C(N/N=C/c1ccc(Cl)cc1Cl)Nc1ccccc1	5.2	92	x	10	-6	-4	1644	-19	4	x	-1
CCn1c(C)cc(/C=C2\SC(=O)N(CC(=O)Nc3ccc(C)c(C)c3)C2=O)c1C	2.4	97	-0.16	11	-8	0	1509	-1	2	x	4
CCOC(=O)c1c(NC(=O)CSc2nc3cc(Cl)ccc3c(=O)n2Cc2ccco2)sc(C(=O)N(C)C)c1C	5.8	101	x	5	-10	0	1481	-6	1	-2	0
CCOC(=O)N1CCN(C(=O)c2cc3c(-c4ccc(Cl)cc4)nn(C)c3s2)CC1	-0.3	107	x	-4	-14	7	1680	21	3	13	6
COc1ccc(Br)c(C(=O)NCCC(C)C)c1	-0.1	89	1.1	13	0	4	1842	10	10	13	13
COC(=O)C1=CN(Cc2cccs2)C=C(C(=O)OC)C1c1cccc(O)c1	-1.1	97	-0.32	9	-19	-4	1554	11	-5	-7	-4
CCCn1c(SCC(=O)N2CCCc3ccccc32)nc2c1c(=O)n(C)c(=O)n2C	x	110	x	-7	-10	-3	1414	-7	1	13	-4
Cc1cccc(-c2ncc(CN3CCCC(CO)(Cc4cccc(Cl)c4)C3)cn2)c1 (stereo unspecified)	2.1	105	0.29	-3	12	-3	1468	-6	-3	-10	3
O=c1[nH][nH]c(=O)n1-c1ccccc1	1.1	103	-0.57	2	-18	6	1754	-15	-3	10	6
Cc1ccccc1NC(=O)CSCC(=O)Nc1ccccc1C	0.8	96	-0.044	12	9	6	1500	1	6	x	4
CCOC(=O)c1ccc(NC(=O)CC2SCCNC2=O)cc1 (stereo unspecified)	2.6	106	0.25	-2	6	-4	1504	-19	1	-14	1
COc1ccc(Nc2nc(Cl)c(C=O)s2)cc1	1.1	85	0.3	22	8	7	1633	-3	7	0	1
Cc1ccc(OCCNS(=O)(=O)c2ccc(N3CCCC3=O)cc2)cc1C	3.9	90	x	16	-6	-3	1525	19	-5	x	-4
O=S(=O)(c1cccc2nonc12)N1CCN(c2cccc(Cl)c2)CC1	1.9	100	x	10	15	-9	1386	3	-3	x	3
CCOC(=O)C1CCCN(S(=O)(=O)c2cn(C)c(=O)n(C)c2=O)C1 (stereo unspecified)	1.1	99	x	10	-4	2	1529	-7	-1	-1	-6
Cc1c(=O)n(OCc2ccccc2F)c2ccccc2[n+]1[O-]	1.7	89	x	18	-7	-7	1502	4	-1	-4	-5
CCCOP(=O)(OCCC)C(Nc1ccc(C(C)C)cc1)c1ccc([N+](=O)[O-])cc1 (stereo unspecified)	9.4*	125	x	-32	-3	-8	1307	5	-8	x	-10
N/C(=N\OC(=O)C1CCCCC1)c1cccnc1	2.8	98	x	8	-1	-1	1580	-16	6	x	2
O=C(c1ccccc1)N1CCSC1=S	-0.1	101	x	0	2	-4	1438	-3	-3	x	-3
Cc1ccc(/C=C(\C#N)C(=O)NC(C)C)o1	-1.4	96	0.022	12	5	0	1674	-5	-1	3	10
Cc1cc(/C=N/Nc2ccc([N+](=O)[O-])cn2)c(C)n1-c1ccccc1	3.7	116	-0.66	-19	9	6	1623	-27	3	x	1
CC(C)(C)OC(=O)CC[C@@H](C(=O)N1CCN(C(=O)OC(C)(C)C)CC1)n1cc(C(CO)NC(=O)OC(C)(C)C)nn1 (stereo partly specified)	-0.1	x	x	x	-7	2	1625	0	-3	-8	12
COc1cc(-c2nnc(SCC3(c4ccc(Br)cc4)OCCO3)o2)cc(OC)c1OC	2.5	124	-1.2	-24	-7	-3	1506	-1	11	x	-7
CCNc1ccc(C(=O)OCC(=O)N(Cc2ccccc2)C(C)(C)C)cc1[N+](=O)[O-]	2.9	102	x	-7	1	3	1543	2	6	3	0
O=C(Cc1ccccc1)NN1C(=O)C2C3C=CC(C3)C2C1=O (stereo unspecified)	-0.2	113	x	-10	-4	3	1502	-2	-5	x	-7
Cc1ccc(S(=O)(=O)Cn2nnnc2CN2CCOCC2)cc1	0.8	100	x	0	1	7	1563	-2	7	8	3
N#C/C(=C\c1ccc(Sc2ccc(Cl)cc2)o1)c1nc2ccccc2[nH]1	4.9	89	-1.1	16	21	2	1601	9	7	17	10
Cc1ccc2c(c1)C=CC(C#N)N2C(=O)c1ccccc1 (stereo unspecified)	-0.1	116	-1.1	-21	2	0	1572	-6	6	10	-6
O=C(O)c1ccc2c(c1)ncn2C1CCCCC1	-1.0	102	x	3	-6	-2	1388	3	-2	x	-3
CN1CCN(S(=O)(=O)c2ccc(NC(=O)C3CCCCC3)cc2)CC1	2.3	101	x	-2	-5	5	1433	-5	1	8	3

Continued.
SMILES	RAM inhibit	STAT3 activator	ROMK primary	STAT3 blocker	TLR4 MyD88 comp	PPARg SRC3 recr	SRC2 TRFRET art	STAT1 inh	PPARg SRC2 recr	S1P3 antagonist	PPARg SRC1 recr
C[C@H](NC(=O)c1ccco1)C(=O)Nc1ccc(S(=O)(=O)N2CCCC2)cc1	1.5	101	x	2	1	-6	1555	1	-5	x	4
O=C(Cc1sc(-c2ccccc2Cl)nc1-c1ccccc1)Nc1ccccc1	0.7	99	1.6	8	2	1	1609	3	6	x	75*
Cc1csc(NC(=O)c2ccccc2C(=O)O)n1	0.6	93	x	12	-3	-5	1521	3	1	-7	-1
O=C(O)[C@H](Cc1ccccc1)N1C(=O)c2ccncc2C1=O	1.0	91	0.12	14	15	5	1555	5	-4	8	7

High-throughput results (PubChem)
